High-throughput results as filed in PubChem BioAssay.
Glioma ERSR ind: ER stress response induction in glioma; U87-MG GRP78 promoter luciferase reporter, 16 h; Potency, µM, without a hit: at the top dose activation, hits mostly activators; hit rate 0.02% among 420,000; also: potency is read from the fitted curve at half-maximal effect; series mostly up to about 76 µM; % of control where 0% means no effect; nearly all actives have a fitted effect of over 35% in size
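Stably transfected U87-MG glioma cells carrying a GRP78-based luciferase sensor; 16 h compound incubation. Luminescence end-point read 10 min after Bright-Glo addition at room temperature.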
LDHA block: LDHA (human) enzyme inhibition | hit rate 0.15% among 480,000 | activity change, % (values are at about 110 or 230 µM) | purified LDHA, NADH/diaphorase-resazurin fluorescence; hits give low values | AID 1347041 | P00338; in the data active = activity change below about -30%; inconclusive = mostly about -25% to -30%;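 also: plate controls were DMSO wells for no effect and wells without enzyme for full effect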
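Remaining NADH was detected by diaphorase (0.133 mg/mL) converting 37 µM resazurin to fluorescent resorufin, read at 0 and 20 minutes. The preceding 5-minute room-temperature reaction used 2 nM LDHA, 0.2 mM sodium pyruvate and 0.06 mM NADH at pH 7.4.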
ERG-DNA inh: ERG Ets/DNA interaction inhibition; Potency, µM (doses to about 76.9 µM), for the others: at the highest dose FP activity, negative = inhibition, most hits filed as inhibitors; fluorescence polarization, His-ERG Ets domain / labelled DNA; AID 624246; P11308; hit rate 0.028% among 370,000; active = well fitted inhibition curve with a large enough effect in the polarisation, with a control signal flat; inconclusive = small, poorly fitted or top-dose-only effect, or effect the other way, or a change in a side signal; inactive = no such curve, though single readings can be large or run the other way; the % refers to the polarisation;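 also: polarization taken with two DNA probes labelled with fluorescein and Texas red; potency is read from the fitted curve at half-maximal effect; % of control where 0% means no effect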
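His-tagged ERG Ets domain (1 uM in the protein solution; 300mM KCl, 50mM Tris-HCl, 1mM EDTA, 1mM DTT, pH 7.5) received compound, then a probe mix of 5 nM fluorescein-DNA and 100nM Texas-615-DNA. Fluorescence polarization was read for both dyes.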
D2 antagonist: antagonists of human D2 dopamine receptor | P14416 | HEK293 TREx D2 cells, calcium flux, dopamine EC80 | inhibition, % at 10 µM | hit rate 2% among 340,000 | AID 485344; in the data active = inhibition above about 30%; also: 0% is about no effect
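In this primary screen, negative modulation is detected by tracking calcium flux after an EC80 dopamine challenge in inducible HEK293 T-REx D2 cells preexposed to test compound for 180 s.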
12-LOX inh: ALOX12 (human) lipoxygenase inhibition | P18054 | Potency, µM (doses to about 108 µM), for the others: top-dose activity change, negative = inhibition, hits mostly inhibitors | hit rate 1.1% among 580,000 | purified 12hLO, xylenol orange hydroperoxide absorbance; also: potency is read from the fitted curve at half-maximal effect; % is scaled to controls: 0 for no effect and ±100 for the full control effect
Target sequence (P18054 whole entry, looked up): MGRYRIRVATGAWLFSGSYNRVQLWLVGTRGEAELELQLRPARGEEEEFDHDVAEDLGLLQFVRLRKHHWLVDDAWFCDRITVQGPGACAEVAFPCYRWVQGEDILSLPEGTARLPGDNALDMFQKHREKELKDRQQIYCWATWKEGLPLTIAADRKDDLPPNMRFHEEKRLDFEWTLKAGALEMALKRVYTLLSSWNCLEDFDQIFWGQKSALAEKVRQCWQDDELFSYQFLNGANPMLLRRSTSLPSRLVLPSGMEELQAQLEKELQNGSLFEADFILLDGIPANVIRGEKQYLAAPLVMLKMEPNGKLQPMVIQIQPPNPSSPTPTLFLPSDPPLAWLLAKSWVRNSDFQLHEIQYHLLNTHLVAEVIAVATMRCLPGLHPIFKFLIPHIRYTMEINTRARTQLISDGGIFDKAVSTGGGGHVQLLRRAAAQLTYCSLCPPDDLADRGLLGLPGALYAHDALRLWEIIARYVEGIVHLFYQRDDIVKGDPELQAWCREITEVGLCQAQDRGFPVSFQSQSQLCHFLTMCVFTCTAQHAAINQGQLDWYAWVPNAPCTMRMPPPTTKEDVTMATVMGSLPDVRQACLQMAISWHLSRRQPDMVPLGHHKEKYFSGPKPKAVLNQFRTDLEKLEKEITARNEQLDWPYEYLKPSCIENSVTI
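Purified human 12hLO at 150 nM in 25 mM Hepes, 0.01% Triton X-100, pH 7.0, preincubated 15 min at room temperature with compound. Reaction started with 40 uM arachidonic acid, 30 min at room temperature. Hydroperoxide measured by Fe-xylenol orange, 573/405 nm absorbance ratio.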
RGS4 inhibitor: blocks human RGS4-accelerated GTP hydrolysis | P49798 | Transcreener GDP fluorescence polarization, RGS4-accelerated GTP hydrolysis | Potency, µM (top dose mostly 114 µM), for the others: at the highest dose activity change, negative = inhibition, most hits filed as inhibitors | hit rate 0.039% among 390,000 | AID 504845; also: potency is read from the fitted curve at half-maximal effect; % is scaled to controls: 0 for no effect and ±100 for the full control effect; nearly all actives have a fitted effect of over 75% in size; some results filed as inactive show a strong effect at the top dose
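MLSMR compounds (23 nl, pin-transferred) preincubated 10 min at room temperature with a 500nM (2x) first reagent, then RGS4 at 900nM (2x) plus Transcreener GDP mix added; fluorescence polarization (620/688 nm) read before and after 90 min at 30 °C.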
D2 ag: D2 dopamine receptor (human) agonism. P14416. HEK293 T-REx D2 cells, calcium flux agonist mode. activation, % at 2 µM. AID 485358. hit rate 0.53% among 340,000;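 active = activation over 3 SD above normal in the single-dose calcium agonist read, cut at about 30% in these data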; also: 0% is about no effect
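Calcium-flux readout, 1 cycle/sec over 180 s following compound pin transfer, in inducible HEK293 Trex D2 cells (force-coupled); dopamine controls included. Positive calcium responses during this window marked compounds as potential agonists.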
Vif-A3G inh: inhibitors of Vif-APOBEC3G interaction; Q9HC16; HeLa A3G-eYFP + Vif (tagged APOBEC3G with the HIV-1 protein that degrades it), YFP fluorescence, overnight; Potency, µM (titrated, usually from 46.1 µM), for inactives: top-dose activity, negative = active, actives largely listed as inhibitors; hit rate 0.076% among 410,000; AID 602310;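 also: potency is read from the fitted curve at half-maximal effect; % is scaled to controls: 0 for no effect and ±100 for the full control effect; nearly all actives have a fitted effect of over 60% in size; hits raise eYFP signal because A3G escapes Vif-driven loss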
Target sequence (Q9HC16 whole entry, looked up): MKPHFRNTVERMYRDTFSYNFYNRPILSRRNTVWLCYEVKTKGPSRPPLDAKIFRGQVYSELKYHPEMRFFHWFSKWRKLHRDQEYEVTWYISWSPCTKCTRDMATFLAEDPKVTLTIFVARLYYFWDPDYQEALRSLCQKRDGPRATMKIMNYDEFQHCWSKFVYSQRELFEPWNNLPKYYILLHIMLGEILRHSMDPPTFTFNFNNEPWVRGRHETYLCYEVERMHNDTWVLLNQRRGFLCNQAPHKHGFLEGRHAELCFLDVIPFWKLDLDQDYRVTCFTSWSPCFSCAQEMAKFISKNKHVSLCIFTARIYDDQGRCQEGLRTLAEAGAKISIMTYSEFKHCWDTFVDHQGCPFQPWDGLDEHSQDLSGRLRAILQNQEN
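Read-out is eYFP fluorescence (Ex 488/Em 500-530) from Vif-expressing HeLa A3G-eYFP cells; more signal means A3G escaped Vif-mediated degradation. Cells plated overnight, compound pinned in, incubated overnight at 37 deg C.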
Vif-A3F inh: inhibitors of Vif-A3F interaction | HeLa A3F-eYFP + Vif (tagged APOBEC3F with the HIV-1 protein that degrades it), YFP fluorescence increase | Potency, µM (top dose mostly 46.1 µM), for the others: at the highest dose activity, negative = active | hit rate 0.2% among 390,000; also: potency is read from the fitted curve at half-maximal effect; % of control where 0% means no effect; nearly all actives have a fitted effect of over 65% in size
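HeLa cells stably expressing Vif plus C-terminally eYFP-tagged A3F were seeded, incubated overnight at 37 deg C, dosed with compound, incubated overnight again at 37 deg C. Yellow fluorescence (Ex 488/Em 500-530) reported blocked Vif-mediated A3F-eYFP degradation.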
The depositor's hits bear a star; i = inactive; ? = inconclusive; nt = no result given; & = joins results of further samples; [ ] = dose if it differs, or a comment. Unless noted, calls follow the shape of the dose curve; as a rule, active = well fitted curve in the direction sought with a large enough effect; inconclusive = small, poorly fitted or top-dose-only effect, or another doubt; inactive = no such curve, though single readings can be large; an effect the other way counts as inactive or inconclusive. The list is partial, so the mix of outcomes need not match the whole.

Field names: A = Glioma ERSR ind; B = LDHA block; C = ERG-DNA inh; D = D2 antagonist; E = 12-LOX inh; F = RGS4 inhibitor; G = D2 ag; H = Vif-A3G inh; I = Vif-A3F inh
Cc1ccc2c(c1)N(CC(=O)NCc1ccco1)C(=O)C(C(C)C)O2 (centres undefined)
  A: 7%	B: -2	C: 9%	D: -8	E: 1%	F: 2%[56.9 µM]	G: -2.3	H: -6%	I: 4%

CCc1ccc(-c2nc3cc(NC(=O)c4ccc(F)cc4)ccc3o2)cc1
  A: -2%	B: -6	C: -11%	D: nt	E: 0%	F: -27%	G: -0.4	H: 0%	I: -1%

N#CCCn1cc(/C=N/O)c(-c2ccccc2)n1
  A: -5%	B: -7	C: -4%	D: 2	E: 18%	F: 28%	G: 1.1	H: -3%	I: -3%

CC(CN1CCOCC1)OC(=O)c1ccc(Br)cc1 (centres undefined)
  A: 0%	B: 12	C: 0%	D: -12	E: 298%[activator]	F: 9%	G: 0.0	H: ?	I: nt

O=C(O)c1ccc(CSc2nnc(-c3ccccc3)n2-c2ccccc2)cc1
  A: -3%	B: -12	C: -10%	D: -11	E: -7%	F: -6%	G: 4.6	H: 0%	I: -4%

Cc1cnc(=O)[nH]c1SCC(=O)Nc1nc2ccccc2s1
  A: 0%	B: -15	C: -2%	D: nt	E: -30%	F: -12%	G: 1.4	H: -8%	I: -28%

Cc1ccc(N(C)S(=O)(=O)c2nnc(NC(=O)CC(C)C)s2)cc1
  A: -2%	B: -18	C: -2%	D: nt	E: 1%	F: -6%	G: -1.2	H: 2%	I: 1%

O=C(c1sccc1Cl)N1CCN(Cc2ccc3c(c2)OCO3)CC1
  A: -1%	B: 3	C: 0%	D: 67*	E: ?	F: -2%	G: 50*	H: 5%	I: 1%

CC(=O)Nc1ccc(/C=N/N2C(C)CCCC2C)cc1 (centres undefined)
  A: -5%	B: -5	C: -15%	D: 11	E: -1%	F: -32%	G: -0.7	H: 0%	I: 3%

COc1ccc(S(=O)(=O)N2CCN(C(=O)C3CC3)CC2)cc1
  A: -3%	B: 0	C: -9%	D: nt	E: -31%	F: 4%	G: nt	H: 0%	I: 4%

Four entries from above, arranged by molar mass, rising.
Field names: A = Glioma ERSR ind; B = LDHA block; C = ERG-DNA inh; D = D2 antagonist; E = 12-LOX inh; F = RGS4 inhibitor; G = D2 ag; H = Vif-A3G inh; I = Vif-A3F inh
CC(CN1CCOCC1)OC(=O)c1ccc(Br)cc1 (centres undefined)
  A: 0%	B: 12	C: 0%	D: -12	E: 298%[activator]	F: 9%	G: 0.0	H: ?	I: nt

CCc1ccc(-c2nc3cc(NC(=O)c4ccc(F)cc4)ccc3o2)cc1
  A: -2%	B: -6	C: -11%	D: nt	E: 0%	F: -27%	G: -0.4	H: 0%	I: -1%

O=C(c1sccc1Cl)N1CCN(Cc2ccc3c(c2)OCO3)CC1
  A: -1%	B: 3	C: 0%	D: 67*	E: ?	F: -2%	G: 50*	H: 5%	I: 1%

O=C(O)c1ccc(CSc2nnc(-c3ccccc3)n2-c2ccccc2)cc1
  A: -3%	B: -12	C: -10%	D: -11	E: -7%	F: -6%	G: 4.6	H: 0%	I: -4%

Next part
Field names: A = Glioma ERSR ind; B = LDHA block; C = ERG-DNA inh; D = D2 antagonist; E = 12-LOX inh; F = RGS4 inhibitor; G = D2 ag; H = Vif-A3G inh; I = Vif-A3F inh
COCCn1c(=NC(=O)CSC(C)=O)sc2cc(F)ccc21
  A: 7%	B: -2	C: 0%	D: -54	E: 0%	F: 7%	G: 0.6	H: -9%	I: 1%

Fc1ccc(C2=Nn3c(nnc3-c3ccco3)SC2)cc1
  A: -7%	B: -3	C: 8%	D: -9	E: 19%	F: -16%	G: -1.6	H: -1%	I: 8%

CCCCCC(=O)NC(=S)Nc1ccc(Cl)cn1
  A: 1%	B: -10	C: 8%	D: 7	E: -16%	F: 5%	G: 0.5	H: -1%	I: ?

Cc1cc(C)cc(C(=O)NC2CC(C)(C)NC(C)(C)C2)c1
  A: -5%	B: -3	C: 14%	D: -24	E: -10%	F: -28%	G: 1.4	H: -1%	I: -1%

Cc1ccc(-n2nc(C(=O)N3CCCCC3C)c(=O)n(C)c2=O)cc1 (centres undefined)
  A: -3%	B: -4	C: 12%	D: nt	E: -5%	F: 1%	G: -1.5	H: 2%	I: -3%

Cc1c(C(=O)N2CCOCC2)oc2ccccc12
  A: -3%	B: -4	C: -8%	D: -13	E: -3%	F: -6%	G: -0.8	H: -5%	I: 0%

Cc1ccc2[nH]c(=O)c(C(c3nnnn3C3CCCC3)N3CCCc4ccccc43)cc2c1 (centres undefined)
  A: -1%	B: 49	C: 3%	D: 9	E: 0%	F: ?	G: 0.2	H: 3%	I: 3%

C[C@H]1NS(=O)(=O)c2cc(Cl)ccc2O[C@@H]1c1ccccc1
  A: 0%	B: -3	C: nt	D: nt	E: ?	F: nt	G: nt	H: 5%	I: -5%

CCc1ccc(-c2cc(C(=O)NN3CCN(C)CC3)c3ccccc3n2)cc1
  A: 2%	B: -8	C: 3%	D: 4	E: -20%	F: 6%	G: 0.4	H: -3%	I: 1%

Cc1[nH]c(-c2ccccn2)nc(=S)c1Cl
  A: -3%	B: 1	C: -9%	D: -2	E: ?	F: -10%	G: -0.9	H: 0%	I: -14%

Cc1ccc(C)c(N2CCN(C(=O)CCc3nc(-c4ccccc4)no3)CC2)c1
  A: 0%	B: 2	C: -4%	D: nt	E: 22%	F: 18%	G: nt	H: 2%	I: 4%

CC(C)=C1SC(N2CCN(c3cccc(C)c3)CC2)=NC1=O
  A: -3%	B: -5	C: nt	D: 15	E: -22%	F: -19%	G: -1.7	H: -4%	I: -10%

Cc1cccc(NC(=O)CCC(=O)N/N=C/c2cccnc2)c1
  A: -5%	B: -19	C: -2%	D: 5	E: i	F: -6%	G: -0.7	H: 2%	I: 2%

CC(=O)NS(=O)(=O)c1ccc(NC(=O)NC2CCCCC2)cc1
  A: -3%	B: -2	C: 9%	D: 7	E: -9%	F: -30%	G: 0.8	H: 1%	I: 2%

Cc1cc(C)c(NC(=O)c2cnn(C)c2)c(C)c1
  A: -4%	B: -5	C: -7%	D: -1	E: -8%	F: 5%	G: 0.3	H: 3%	I: 1%

COc1ccc(-c2cnn3c4c(c(C)nc23)CCN4C2CCCC2)cc1OC
  A: -2%	B: -13	C: 0%	D: 7	E: 0%	F: 44%	G: -0.1	H: 2%	I: 0%

Cn1nc(C(=O)NCc2ccccc2CN2CCCC2)c2ccccc2c1=O
  A: -5%	B: -3&4	C: 1%	D: 2	E: 9%&30%	F: 9%	G: 0.0	H: 0%	I: 10%

Nc1ccc(C(=O)Nc2ccc3c(O)cc(S(=O)(=O)O)cc3c2)cc1
  A: -3%	B: 25	C: 3%	D: nt	E: ?	F: -40%	G: nt	H: 0%	I: -1%

Cc1cc(C)c(OCC(=O)N2CC=C(c3ccccc3)CC2)c(C)c1
  A: -5%	B: 1	C: 4%	D: -5	E: -8%	F: 19%	G: 0.0	H: 0%	I: -10%

CCN(CC)CCn1c(NC(=O)c2ccc(Cl)cc2)nc2ccccc21
  A: 1%	B: -7	C: nt	D: 26	E: 12%	F: -7%	G: -0.3	H: 0%	I: -2%

COC(=O)[C@@]1(Cc2ccc(OC)cc2)[C@H]2c3cc(C(=O)N(C)C)n(Cc4ccc(OC(F)(F)F)cc4)c3C[C@H]2CN1C(=O)c1ccccc1
  A: -4%	B: 1	C: 5%	D: nt	E: nt	F: -5%	G: nt	H: 0%	I: 5%

COc1ccc(C(=O)NNC(=S)NC(=O)c2ccccc2)cc1
  A: 15%	B: 0	C: 10%	D: 20	E: -55%	F: -42%	G: 16	H: 0%	I: -9%

CC(C(=O)N(C)C)N(C#N)c1nc(N(C)C)nc(N(C)C)n1 (centres undefined)
  A: -6%	B: -10	C: 3%	D: 1	E: -4%	F: -44%	G: -1.0	H: 1%	I: 4%

COc1ccc(S(=O)(=O)N2CCOCC2)cc1NC(=O)COC(=O)C1CCC1
  A: -5%	B: -1	C: nt	D: nt	E: 0%	F: -44%	G: nt	H: 0%	I: 0%

CC(C)(c1ccccc1)c1ccc(OCCN2CCOCC2)cc1
  A: 0%	B: -15	C: 4%	D: 10	E: ?	F: 1%	G: 0.6	H: 1%	I: -11%

O=C(O)CC1=C(Nc2ccccc2)C(=O)N(c2ccccc2)C1c1ccc(Cl)cc1 (centres undefined)
  A: 8%	B: 0	C: -5%	D: -26	E: 0%	F: 4%	G: -0.4	H: -1%	I: 1%

COCCN(C(=O)c1snc(C(N)=O)c1N)C(C(=O)NC1CCCCC1)c1cc(OC)c(OC)c(OC)c1 (centres undefined)
  A: -4%	B: -21	C: -3%	D: 15	E: -12%	F: 26%	G: 2.4	H: -2%	I: 2%

COC(=O)[C@H](CCSC)NC(=O)c1cc2c(cn1)[nH]c1ccccc12
  A: 0%	B: -5	C: 10%	D: 4	E: nt	F: -47%[56.9 µM]	G: 0.4	H: -4%	I: -2%

O=C1CC(NCc2ccc3c(c2)OCO3)C(=O)N1CCc1ccccc1 (centres undefined)
  A: -1%	B: -7	C: 1%	D: 8	E: 2%	F: 20%	G: -0.1	H: 1%	I: 4%

CC(NC(=O)/C=C/c1ccccc1)c1ccccc1 (centres undefined)
  A: 9%	B: -4	C: 5%	D: -2	E: 10%	F: 17%	G: 0.1	H: 1%	I: 12%
